TRPC4 potent – allosteric potentiators of mouse TRPC4 channel; HEK293 TRPC4beta/mu-opioid, DAMGO EC20, Fluo-4 Ca2+ flux; stronger effect = higher value; Q9QUQ5; B-score at 10 µM; AID 2227; hit rate 0.42% among 310,000;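 active = B-score of calcium response area above 5 SD of library B-scores, with initial fluorescence ratio within 5 SD of library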;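 also: B-score of integrated fluorescence ratio over time as area under calcium response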
MrgX1 PAM – human MrgX1 positive allosteric modulation, primary screen; Q96LB2; B-score at 10 µM; MrgX1-HEK293, Fluo-4 calcium flux, FDSS; stronger effect = higher value; hit rate 0.63% among 310,000;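 active = plate-corrected calcium response at least 3 library SD above typical, normal starting fluorescence, not activating the receptor alone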;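 also: compound read alongside a low EC10 to EC30 dose of BAM8-22 agonist; peak minus trough fluorescence over baseline measured at the second addition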
TRPC6 activator – activators of mouse TRPC6 channel; hit rate 0.13% among 310,000; B-score at 10 µM; AID 2550; Q61143; HEK293-TRPC6 membrane potential dye fluorescence; stronger effect = higher value;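 active = B-score of the integrated fluorescence ratio above library mean plus 3 SD, and starting fluorescence ratio within library mean plus 5 SD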;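 also: higher score means more depolarization so channel activation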
Target sequence (Q61143 whole entry, looked up): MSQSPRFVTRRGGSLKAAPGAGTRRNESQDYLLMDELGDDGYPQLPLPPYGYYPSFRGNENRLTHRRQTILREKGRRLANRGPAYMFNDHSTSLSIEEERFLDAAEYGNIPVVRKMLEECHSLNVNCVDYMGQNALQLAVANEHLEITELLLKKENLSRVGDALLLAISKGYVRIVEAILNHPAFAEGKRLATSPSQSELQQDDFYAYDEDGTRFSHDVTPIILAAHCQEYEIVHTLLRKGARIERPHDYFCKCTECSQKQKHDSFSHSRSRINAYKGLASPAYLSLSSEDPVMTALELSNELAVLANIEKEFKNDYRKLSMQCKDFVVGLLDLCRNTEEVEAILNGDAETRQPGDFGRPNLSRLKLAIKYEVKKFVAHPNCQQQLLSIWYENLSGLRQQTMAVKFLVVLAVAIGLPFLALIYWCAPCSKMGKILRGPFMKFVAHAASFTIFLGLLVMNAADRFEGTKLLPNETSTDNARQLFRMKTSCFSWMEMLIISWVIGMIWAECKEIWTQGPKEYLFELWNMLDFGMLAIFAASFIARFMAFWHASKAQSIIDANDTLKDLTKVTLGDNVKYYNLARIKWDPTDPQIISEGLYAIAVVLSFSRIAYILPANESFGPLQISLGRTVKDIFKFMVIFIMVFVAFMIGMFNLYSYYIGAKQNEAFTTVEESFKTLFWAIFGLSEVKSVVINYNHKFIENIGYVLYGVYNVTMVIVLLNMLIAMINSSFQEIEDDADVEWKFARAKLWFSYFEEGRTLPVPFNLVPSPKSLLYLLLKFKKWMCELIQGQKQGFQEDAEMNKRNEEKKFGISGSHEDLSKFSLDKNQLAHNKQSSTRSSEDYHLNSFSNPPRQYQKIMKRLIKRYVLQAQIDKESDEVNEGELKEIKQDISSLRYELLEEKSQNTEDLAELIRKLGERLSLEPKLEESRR
TMEM16A inh – inhibitors of mouse TMEM16A calcium-activated chloride channel; HEK293 TMEM16A/YFP iodide influx fluorescence, ionomycin; normalized B-score (activity score, 25-100; higher = stronger inhibition) at 10 µM; hit rate 1.2% among 310,000; AID 588511;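 active = ratio plate-corrected score three or more library SD toward inhibition, starting fluorescence score within five deviations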;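 also: score derived from kinetic fluorescence span divided by baseline fluorescence per well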
TMEM16A act – mouse TMEM16A channel activation, primary screen; Q8BHY3; HEK293 TMEM16A/YFP-H148Q/I152L, iodide quench fluorescence; stronger effect = lower value; B-score at 10 µM; hit rate 0.3% among 340,000; AID 623877;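 active = fluorescence-ratio B-score plate-corrected deviation score at least 3 library SD below zero, with starting fluorescence score within 5 deviations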;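 also: channel opened by trigger with iodide after compound preincubation; score built on the fluorescence ratio of max minus min over baseline; more negative score means more quench and so TMEM16A activation or potentiation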
TRPC6 inhibitor – blocks the mouse TRPC6 cation channel. Q61143. hit rate 1.1% among 310,000. B-score at 10 µM. HEK293-TRPC6, membrane potential dye, ACh-evoked depolarization; stronger effect = lower value;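 active = B-score under library mean minus 3 SD, initial fluorescence not abnormally high, positive integrated signal ratio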;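 also: B-score derived from integrated fluorescence ratio over the kinetic read; more negative B-score means stronger inhibition of depolarization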
MrgX1 antag – human MrgX1 receptor antagonism, primary screen | MRGX1-HEK293 calcium flux, Fluo-4, BAM8-22 antagonism; stronger effect = lower value | B-score at 10 µM | hit rate 1.3% among 310,000 | Q96LB2;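 active = calcium-response B-score plate-corrected more than 3 library SD below zero, starting fluorescence within 5 deviations, no agonist response on first addition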;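 also: peak minus trough fluorescence over baseline after final BAM8-22 challenge near maximal dose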
TRPC4 act – opens the mouse TRPC4 cation channel; HEK293 TRPC4beta/mu-opioid, Fluo4 calcium fluorescence; stronger effect = higher value; AID 2237; Q9QUQ5; hit rate 0.49% among 310,000; B-score at 10 µM;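 active = B-score above 5 SD of library B-scores, and initial fluorescence ratio not above library mean plus 5 SD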;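 also: positive B-score marks a calcium rise read as TRPC4 activation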
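Assay system: HEK293 stable line with TRPC4beta plus mu-opioid receptor; schedule: 45 min room-temperature Fluo4 loading, 110 s read; technique: kinetic Fluo4 calcium fluorescence; evaluation: integrated baseline-normalised fluorescence ratio, converted to per-well B score; controls: buffer (low) and maximal DAMGO (high)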
SKKanGAS inh – inhibitors of SKKanGAS S. pyogenes growth in kanamycin (SK-promoter or general growth effect). BacTiter-Glo, 6 h. inhibition, % at 7.5 µM. hit rate 1.3% among 300,000. AID 1662;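 active = mean replicate score, as percent of positive control median, at least 50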;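 also: strain carries kanamycin resistance gene driven by streptokinase promoter and grows in 40 µg/ml kanamycin; loss of luminescence reflects streptokinase promoter inhibition or plain growth inhibition; 0% = median of DMSO wells and 100% = positive control at its reference dose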
MrgX1 agonist – activates human MrgX1 receptor signaling. hit rate 0.44% among 310,000. MrgX1-HEK293 cells, Fluo-4 calcium fluorescence, agonist mode; stronger effect = higher value. Q96LB2. AID 588627. B-score at 10 µM;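 active = calcium response B-score plate-corrected fluorescence ratio at least 3 library SD, with starting fluorescence B-score inside 5 SD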
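System – MrgX1-expressing HEK293 cells · Incubation – cells plated overnight, dye loaded 0.5 h 37 °C, 0.5 h room temperature · Technique – kinetic Fluo-4 NW fluorescence of intracellular calcium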
TRPC4 block – blocks the mouse TRPC4 cation channel. hit rate 0.39% among 300,000. B-score at 10 µM. AID 2247. HEK293 TRPC4beta/mu-opioid, DAMGO-evoked Fluo4 calcium flux; stronger effect = lower value;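 active = B-score over 3 SD under the library average, no early fluorescence shift, positive overall ratio signal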
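Assay system: TRPC4beta/mu-opioid receptor HEK293 cell line; compound dosing: single concentration per test compound; detection: Fluo4 Ca2+ flux fluorescence; evaluation: per-well B score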
Starred values were filed as active, the others as inactive; i = inactive; . = not tested or not shown.

SMILES	TRPC4 potent	MrgX1 PAM	TRPC6 activator	TMEM16A inh	TMEM16A act	TRPC6 inhibitor	MrgX1 antag	TRPC4 act	SKKanGAS inh	MrgX1 agonist	TRPC4 block
COc1ccccc1-c1nnc(C2CCN(S(=O)(=O)c3ccccc3[N+](=O)[O-])CC2)o1	i	i	i	i	i	i	i	i	-0.7	i	i
c1cnc2c(SCc3ccc(-c4nnco4)cc3)cccc2c1	i	i	i	i	i	i	i	i	3.0	i	i
CCOC(=O)C1(Cc2ccccc2C(F)(F)F)CCN(C(=O)c2cc(C(C)=O)n[nH]2)CC1	i	i	i	i	i	i	i	i	1.2	i	i
COCCN1Cc2cccc(C(=O)NC3CCCCCC3)c2C1=O	i	i	i	i	i	i	i	i	6.2	i	i
COC(=O)CN1C(=O)CC(C)(C)Sc2ccccc21	i	i	i	i	i	i	i	i	-1.3	i	i
COc1ccccc1N1C(=NC(=O)COc2ccccc2)SC2CS(=O)(=O)CC21 (configuration not stated)	i	i	i	i	i	i	i	i	-4.7	i	i
CN(C)/C=N/c1sc2c(c1C#N)CCC2	i	i	i	i	i	i	i	i	-3.9	i	i
CCOc1ccccc1NC(=O)c1cc(-c2cc(OC)c(OC)c(OC)c2)nc2ccccc12	i	i	i	i	i	i	i	i	27.0	i	i
O=C(Nc1ccnc(-c2ccncc2)n1)c1ccc(Cl)cc1	i	i	i	i	i	i	i	i	7.1	i	i
c1ccc2c(NCC3CCCO3)nc(N3CCOCC3)nc2c1 (configuration not stated)	i	i	i	i	i	i	i	i	-6.4	i	i
O=S(=O)(c1ccc2ccccc2c1)N1CCN(S(=O)(=O)N2CCCCC2)CC1	i	i	i	i	i	i	i	i	-4.6	i	i
CCOC(=O)Cc1csc(NC(=O)CSc2nnnn2-c2ccc(F)cc2)n1	i	i	i	i	i	i	i	i	1.1	i	i
O=C(N/N=C/C=C/c1ccccc1[N+](=O)[O-])c1cccnc1	i	i	i	i	i	i	i	i	-8.8	i	i
Cc1ncc(CO)c(/C=N/NC(=O)c2cc(O)c(O)c(O)c2)c1O	i	.	i	.	.	i	.	i	14.1	.	i
C(=N\N1CCN(C2c3ccccc3-c3ccccc32)CC1)/c1ccccn1	i	i	i	i	i	i	i	i	3.3	i	i
Cc1ccc(C(=O)N2CCC(C(=O)c3c(C)cc(C)cc3C)CC2)cc1	i	i	i	i	i	i	i	i	6.1	i	i
COC(CN1C(=O)C(O)=C(C(C)=O)C1c1ccccn1)OC (configuration not stated)	i	i	i	i	i	i	i	i	1.4	i	i
O=C(c1ccc(-n2cncn2)c([N+](=O)[O-])c1)N1CCN(S(=O)(=O)c2cccc(F)c2)CC1	i	i	i	i	i	i	i	i	-4.1	i	i
CCC(O)(CC)C(=O)N=Nc1c(O)[nH]c2ccccc12	i	i	i	i	i	i	i	i	8.3	i	i
COc1ccc(NC(=O)CN(c2ccccc2F)S(=O)(=O)c2ccc(C)cc2)c(OC)c1	i	i	i	i	i	i	i	i	-1.8	i	i
O=C(C(=O)N1CCc2ccccc2C1)c1c[nH]c2ccccc12	i	i	i	i	i	i	i	i	-19.8	i	i
Cc1ccc(/C=C/S(=O)(=O)NCC(=O)O)cc1	i	i	i	i	i	i	i	i	-0.5	i	.
Cc1cc(C(C)(C)C)ccc1OCCN1CCCC1	i	i	i	i	i	i	i	i	1.3	i	i
C=CCn1c(C)cc(C(=O)CN2NS(=O)(=O)c3ccccc3C2=O)c1C	i	7.11*	i	i	i	i	i	i	0.2	i	i
O=C(Nc1cccnc1)OC1CCCCC1	i	i	i	i	i	i	i	i	-4.1	i	i
COC(=O)C(NC(=O)CCC(=O)N[C@@H](C(=O)OC)c1ccccc1)c1ccccc1 (some centres not stated)	i	i	i	i	i	i	i	i	-5.6	i	i
O=S(=O)(Nc1ccc(OC(F)F)cc1)c1ccc(-c2ccon2)s1	i	i	i	i	i	i	i	i	2.5	i	i
CSCC[C@H](NC(=O)c1nn(C)c(=O)c2ccccc12)c1nc2ccccc2[nH]1	i	i	i	i	i	i	i	i	74.0*	i	i
O=C(Nc1cccc(-c2cn3ccccc3n2)c1)c1cnccn1	i	i	i	i	i	i	i	i	-7.0	i	i
COC(C#CCCN(C)C)(c1ccccc1)c1ccccc1	i	i	i	i	i	-6.48*	i	i	-2.3	i	i
COc1ccc2c(c1)[nH]c(=O)c1sc3ccccc3c12	i	i	i	i	i	i	i	i	26.1	i	i
O=C(OCCCOC(=O)c1ccc(Br)o1)c1ccc(Br)o1	i	i	i	i	i	i	i	i	0.0	i	i
CC1(c2ccccc2)NC(=O)N(CC(=O)N2CCN(S(=O)(=O)c3cccc([N+](=O)[O-])c3)CC2)C1=O (configuration not stated)	i	i	i	i	i	i	i	i	-7.9	i	i
O=C(NCCc1ccc(Cl)cc1)c1cc(-c2ccccn2)nc2ccccc12	i	i	i	i	i	i	i	i	1.5	i	i
NNC(=O)c1nc(-c2ccccc2)cc(-c2ccccc2)n1	i	i	i	i	i	i	i	i	11.4	i	i
COC(=O)Nc1ncc(CN2CCCCC2)s1	i	i	i	i	i	i	i	i	-4.3	i	i
COc1cccc(NC(=O)c2ncc(Cl)c(Cl)c2Cl)c1	i	i	i	i	i	i	i	i	8.0	i	i
COc1cccc(NC(=S)N(CCN(C)C)Cc2cccs2)c1	i	i	i	i	i	i	i	i	3.9	i	i
O=C(c1cc2sccc2n1Cc1ccccc1)N1CCCc2ccccc21	i	i	i	i	i	i	i	i	45.1	i	i
CCOC(=O)C1=C(CSc2nc3c(cc2C#N)CN(C)CC3)OC(N)=C(C#N)C1c1ccc(Cl)cc1 (configuration not stated)	i	i	i	i	i	i	i	i	0.4	i	i

The last two compounds of the part before are carried over, then new ones follow:
SMILES	TRPC4 potent	MrgX1 PAM	TRPC6 activator	TMEM16A inh	TMEM16A act	TRPC6 inhibitor	MrgX1 antag	TRPC4 act	SKKanGAS inh	MrgX1 agonist	TRPC4 block
O=C(c1cc2sccc2n1Cc1ccccc1)N1CCCc2ccccc21	i	i	i	i	i	i	i	i	45.1	i	i
CCOC(=O)C1=C(CSc2nc3c(cc2C#N)CN(C)CC3)OC(N)=C(C#N)C1c1ccc(Cl)cc1 (configuration not stated)	i	i	i	i	i	i	i	i	0.4	i	i
CCN1CCCC1CN(Cc1cc2ccc(C)cc2[nH]c1=O)C(=S)Nc1ccc(OC)cc1OC (configuration not stated)	i	i	i	i	i	i	i	i	1.0	i	i
COc1cccc(CN(C(=O)Cn2nnc(-c3ccccc3F)n2)C(C(=O)NC(C)(C)C)c2ccncc2)c1 (configuration not stated)	i	i	i	i	i	i	i	i	4.4	i	i
O=C(Nc1ccc(F)cc1)c1nc[nH]c1C(=O)Nc1ccccc1[N+](=O)[O-]	i	i	i	i	i	i	i	i	5.4	i	i
Cc1cc(OCC(=O)N2CCOCC2)ccc1NC(=O)c1ccccc1C	i	i	i	i	i	i	i	i	-0.6	i	i
COC(=O)Nc1ccc(S(=O)(=O)N2c3ccccc3CCC2C)cc1 (configuration not stated)	i	i	i	i	i	i	i	i	4.2	i	i
COc1ccc(N2C(N)=C(C#N)C(c3ccsc3)C3=C2CCCC3=O)c(OC)c1 (configuration not stated)	i	i	i	i	i	i	i	i	-10.3	i	i
CC(C)CC(C(=O)Nc1ccccc1)N1C(=O)C2C3C=CC(C3)C2C1=O (configuration not stated)	i	i	i	i	i	i	i	i	-6.1	i	i
Cc1ccc(NC(=O)C2CCCN2C(=O)OCc2ccccc2)c(C)c1 (configuration not stated)	i	i	i	i	i	i	i	i	32.4	i	i
CC1CCc2cc(F)cc3c(O)c(C(=O)NCCN(C)C)c(=O)n1c23 (configuration not stated)	i	i	i	i	i	i	i	i	-3.1	i	i
O=c1cnnc(Nc2cccc(F)c2)[nH]1	i	i	i	i	i	i	i	i	9.5	i	i
CCOC(=O)c1oc2cc(O)c(CC)cc2c(=O)c1-c1cscn1	i	i	i	i	i	i	i	i	6.1	i	i
Cc1cc(O)ccc1Nc1nc2ccccc2nc1Nc1ccc(O)cc1C	i	i	i	i	i	i	i	i	7.1	i	i
O=C(O)CSc1c2c(nc3cc(C(=O)Nc4cccc(C(F)(F)F)c4)ccc13)CCC2	i	i	i	i	i	i	i	i	-15.2	i	i
C=CCc1c(C)nc2cc(-c3ccccc3)[nH]n2c1=O	i	i	i	i	i	i	i	i	0.8	i	i
CCOc1ccc2[nH]cc(C(=O)NCCCN3CCOCC3)c(=O)c2c1	i	i	i	i	i	i	i	i	-0.8	i	i
CCN(CC(=O)Nc1ccccc1OC)C(=O)c1cc(S(=O)(=O)N2CCCCCC2)ccc1OC	i	i	i	i	i	i	i	i	14.9	i	i
COc1cc(C(=S)N2CCOCC2)cc(OC)c1OC(=O)c1cc([N+](=O)[O-])c(C)c([N+](=O)[O-])c1	i	i	i	i	i	i	i	i	11.1	i	i
CCN(CC(=O)NCc1ccc(Cl)cc1)C(=O)c1cc(S(=O)(=O)NCc2ccccc2)ccc1C	i	i	i	i	i	i	i	i	31.3	i	i
CC1(C)C(=O)Nc2ccccc2N1C(=O)CSc1nnc2c(Cl)cc(Cl)cn12	i	i	i	i	i	i	i	i	-7.3	i	i
CCOc1ccc(C2C(C(=O)c3ccc(C)o3)=C(O)C(=O)N2Cc2cccnc2)cc1 (configuration not stated)	i	i	i	i	i	i	i	i	-0.2	i	i
CCc1cccc(N(CC(=O)NCc2ccc(F)cc2)C(=O)c2csnn2)c1	i	i	i	i	i	i	i	i	-6.5	i	i
CCOc1ccc2[nH]c(C)c(CN3CCCCCC3)c(=O)c2c1	i	i	i	i	i	i	i	i	-1.1	i	i
COC(=O)c1ccc(C(C(=O)NCc2ccccc2)N(Cc2ccco2)C(=O)c2cnccn2)cc1 (configuration not stated)	i	i	i	i	i	i	i	i	-8.3	i	i
O=C(CN1C(=O)c2cccc3cccc(c23)C1=O)NCCCO	i	i	i	i	i	i	i	i	-4.2	i	i
COc1ccc(C(=O)Nc2ncc3c(n2)-c2ccccc2CC3)cc1	i	i	i	i	i	i	i	i	-3.0	i	i
Cc1cc(C(=O)OCC(=O)Nc2ccc(F)cc2F)c(C)o1	i	i	i	100*	i	i	i	i	-7.3	i	i

Source: PubChem BioAssay
